PAFAH1B2 inh: PAFAH1B2 enzyme inhibitors, primary screen, biochemical, fluorescence polarization, human | Platelet-activating factor acetylhydrolase IB subunit alpha2 (Homo sapiens), P68402 | recombinant PAFAH1B2, FP-rhodamine activity probe | inhibition, % at 3.39 µM | actives 1.2% (n = 340,000) | AID 492953, 2010;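 active = inhibition above the mean of all tested compounds plus 3 SD, cut at about 24% in these data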;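 note: 0% = enzyme with DMSO and 100% = wells lacking PAFAH1B2; many of its hits are not listed in these tables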
Fam108B inh: mouse Fam108B serine hydrolase inhibitors, primary screen, counter-screen for RBBP9 inhibitor project, biochemical, fluorescence polarization; recombinant Fam108B, FP-Rh probe fluorescence polarization; inhibition, % at 9.51 µM; actives 0.33% (n = 300,000); AID 1947, 2009;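 active = inhibition above the screen mean inhibition plus 3 SD, computed separately per campaign, cut at about 18% in these data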;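 note: inhibitors lower polarization as less probe binds the enzyme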
MCL1-BIM inh: inhibitors of MCL1 binding to BIM-BH3, primary screen, biochemical, fluorescence polarization; Induced myeloid leukemia cell differentiation protein Mcl-1 (Homo sapiens), Q07820; GST-MCL1 / FITC-Bim-BH3 fluorescence polarization; inhibition, % at 10.9 µM; actives 0.68% (n = 320,000);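 active = inhibition above the mean inhibition of all tested compounds plus 3 SD, set per campaign, cut at about 40% in these data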;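 note: 0% = DMSO wells and 100% = unlabeled Bim-BH3 peptide control; higher means more loss of mP so more displacement of Bim peptide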
Target sequence (Q07820 whole entry, looked up): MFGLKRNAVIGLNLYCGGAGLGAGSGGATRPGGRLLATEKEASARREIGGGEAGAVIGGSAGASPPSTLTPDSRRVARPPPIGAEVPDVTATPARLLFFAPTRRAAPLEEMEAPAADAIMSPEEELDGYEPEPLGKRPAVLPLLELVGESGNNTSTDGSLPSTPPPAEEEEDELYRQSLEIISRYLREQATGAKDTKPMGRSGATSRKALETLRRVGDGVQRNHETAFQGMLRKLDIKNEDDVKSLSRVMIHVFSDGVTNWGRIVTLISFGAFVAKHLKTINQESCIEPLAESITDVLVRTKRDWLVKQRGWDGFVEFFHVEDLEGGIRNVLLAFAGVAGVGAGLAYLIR
AHR act: AHR activators, primary screen, cell-based, luminescence, luciferase reporter, human; Aryl hydrocarbon receptor (Homo sapiens), P35869; AHR-responsive luciferase reporter cells; activation, % at 5 µM; actives 2.5% (n = 320,000); AID 2796, 2010; in the data active = activation above about 47%;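 note: 0% = vehicle wells and 100% = reference agonist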
Bcl-xL primary: inhibitors of human Bcl-xL, primary screen, biochemical, fluorescence polarization, HTS; GST-Bcl-xL / FITC-Bim BH3 peptide fluorescence polarization; inhibition, % at 10.9 µM; actives 0.7% (n = 320,000);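 active = inhibition above the mean of all tested compounds plus 3 SD, cutoff set per campaign, cut at about 30% in these data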;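 note: 0% = DMSO wells and 100% = unlabeled Bim-BH3 peptide competitor; inhibitors lower millipolarization by displacing the labeled peptide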
Target sequence (Q07817 whole entry, looked up): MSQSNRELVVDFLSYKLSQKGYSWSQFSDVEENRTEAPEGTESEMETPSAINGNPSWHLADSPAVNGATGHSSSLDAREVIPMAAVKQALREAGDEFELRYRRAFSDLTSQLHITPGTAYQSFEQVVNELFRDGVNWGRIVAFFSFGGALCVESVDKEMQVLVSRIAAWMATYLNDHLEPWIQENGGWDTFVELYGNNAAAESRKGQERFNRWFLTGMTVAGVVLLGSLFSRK
PME-1 primary: PME-1 inhibitors via competitive probe labeling, primary screen, biochemical, fluorescence polarization, FP-Rh probe, HTS; Protein phosphatase methylesterase 1 (Homo sapiens), Q9Y570; inhibition, % at 5.9 µM; actives 0.53% (n = 320,000); recombinant PME-1; AID 2130, 2009;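 active = inhibition above the campaign mean of all compounds plus 3 SD, cut at about 26% in these data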;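 note: competitive labeling of PME-1 active site by serine hydrolase directed probe; 0% = PME-1 with DMSO and 100% = wells lacking PME-1 enzyme; inhibitors block probe labeling so polarization falls and inhibition rises; many of its hits are not listed in these tables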
pPAFAH FP inh: pPAFAH enzyme inhibitors, primary screen, biochemical, fluorescence polarization, human; Platelet-activating factor acetylhydrolase (Homo sapiens), Q13093; recombinant pPAFAH, FP-rhodamine probe fluorescence polarization; inhibition, % at 3.39 µM; actives 1.5% (n = 330,000); AID 463082, 2010;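 active = inhibition above the mean inhibition across the screen plus 3 SD, cut at about 25% in these data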;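 note: inhibitors block binding of the rhodamine activity-based probe so polarization drops; 0% = enzyme with DMSO and 100% = wells lacking pPAFAH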
Target sequence (Q13093 whole entry, looked up): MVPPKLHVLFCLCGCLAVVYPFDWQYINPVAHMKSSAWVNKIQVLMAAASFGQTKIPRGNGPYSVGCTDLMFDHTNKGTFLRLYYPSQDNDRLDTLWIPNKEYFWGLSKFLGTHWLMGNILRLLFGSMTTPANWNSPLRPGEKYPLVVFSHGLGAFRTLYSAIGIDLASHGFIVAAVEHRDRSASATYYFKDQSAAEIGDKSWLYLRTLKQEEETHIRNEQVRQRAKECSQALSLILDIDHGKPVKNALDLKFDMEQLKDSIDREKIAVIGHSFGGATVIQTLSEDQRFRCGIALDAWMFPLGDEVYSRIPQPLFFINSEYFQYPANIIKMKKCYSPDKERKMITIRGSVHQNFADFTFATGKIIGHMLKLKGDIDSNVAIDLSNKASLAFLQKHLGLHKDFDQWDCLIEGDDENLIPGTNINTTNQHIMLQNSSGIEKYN
MEX-5 binding: MEX-5 zinc finger RNA-binding disruptors – biochemical, C. elegans, fluorescence polarization, MLPCN library, primary screen; Zinc finger protein mex-5 (Caenorhabditis elegans), Q9XUB2; MEX-5/FITC-TCR2 RNA binding; hits give low values; activity score (negative = inhibition of binding), % at 10 µM; actives 0.38% (n = 300,000); AID 1832, 2009;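 active = inhibition past about -25% in most replicates, and total fluorescence under double the plate's negative control median, limit read from the data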;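 note: 0% = DMSO and -100% = 5 µM competing unlabeled TCR2 RNA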
GLD-1 RNA inh: GLD-1/TGE RNA complex disruptors, primary screen, biochemical, fluorescence polarization | Female germline-specific tumor suppressor gld-1 (Caenorhabditis elegans), Q17339 | purified GLD-1 + fluorescein TGE RNA | inhibition, % at 5.96 µM | actives 0.44% (n = 320,000);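 active = percent inhibition above a per-plate cutoff, the plate mean of test compounds plus 3 SD, cut at about 30% in these data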;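 note: 0% = DMSO wells with GLD-1 and probe and 100% = wells lacking GLD-1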
* marks the source's active call; other numbers are inactive results; x = not tested or not shown. This is a subset; rates above refer to the full screens.

Start of the data: the first twelve records (preview)
SMILES	PAFAH1B2 inh	Fam108B inh	MCL1-BIM inh	AHR act	Bcl-xL primary	PME-1 primary	pPAFAH FP inh	MEX-5 binding	GLD-1 RNA inh
CCOc1ccc(C(Nc2cccnc2)c2cc(Cl)c3cccnc3c2O)cc1 (stereo not given)	-2	0	28	1	17	0	14	3.0	-6
Cc1cccc(-n2c(Cc3cc(=O)[nH]c(=O)[nH]3)nnc2SC(C)C)c1	7	1	6	-3	9	-7	-2	-2.5	9
CC(C)(C)C(=O)Nc1ccc(C(=O)N/N=C/c2ccccc2OC(=O)c2ccc(Cl)cc2Cl)cc1	-22	-36	9	2	3	-52	2	-1.3	-5
COc1cccc(C(=O)/C=C2\Sc3ccccc3N2C)c1	3	1	1	58*	2	1	0	-1.0	1
O=C(CSCc1ccco1)Nc1cc(C(F)(F)F)ccc1N1CCOCC1	6	-2	4	0	4	1	4	3.4	4
O=C(CN1CCC(NC(=O)c2ccco2)CC1)Nc1cccc2ccccc12	-3	-4	-2	6	6	4	3	0.2	-1
Brc1nnc2n1-c1ccccc1Sc1ccccc1-2	3	-3	-6	-1	2	-4	-2	0.0	-1
CCCCCCCC1CC(CSc2ncn[nH]2)OC1=O (stereo not given)	7	5	10	-1	3	1	4	1.3	-2
CCC(C)(C)NC(=O)C(c1ccccc1F)N(C(=O)c1ccn[nH]1)c1ccccc1 (stereo not given)	11	7	2	2	1	14	-2	1.4	-1
COc1ccc2c(c1)cc1c(=O)n(CC(=O)NCCCOC(C)C)nc(C)n12	2	-4	1	0	1	4	3	-4.3	-2
COc1ccc(C(c2sc3nc(C)nn3c2O)N2CCC(C(N)=O)CC2)cc1OC (stereo not given)	3	0	-4	2	-3	-9	-2	-1.6	-3
CCCCn1c(=N)n(CC(=O)c2ccc(Br)s2)c2ccccc21	1	2	3	52*	8	1	0	-1.2	5

The list itself (from the top)
SMILES	PAFAH1B2 inh	Fam108B inh	MCL1-BIM inh	AHR act	Bcl-xL primary	PME-1 primary	pPAFAH FP inh	MEX-5 binding	GLD-1 RNA inh
CCOc1ccc(C(Nc2cccnc2)c2cc(Cl)c3cccnc3c2O)cc1 (stereo not given)	-2	0	28	1	17	0	14	3.0	-6
Cc1cccc(-n2c(Cc3cc(=O)[nH]c(=O)[nH]3)nnc2SC(C)C)c1	7	1	6	-3	9	-7	-2	-2.5	9
CC(C)(C)C(=O)Nc1ccc(C(=O)N/N=C/c2ccccc2OC(=O)c2ccc(Cl)cc2Cl)cc1	-22	-36	9	2	3	-52	2	-1.3	-5
COc1cccc(C(=O)/C=C2\Sc3ccccc3N2C)c1	3	1	1	58*	2	1	0	-1.0	1
O=C(CSCc1ccco1)Nc1cc(C(F)(F)F)ccc1N1CCOCC1	6	-2	4	0	4	1	4	3.4	4
O=C(CN1CCC(NC(=O)c2ccco2)CC1)Nc1cccc2ccccc12	-3	-4	-2	6	6	4	3	0.2	-1
Brc1nnc2n1-c1ccccc1Sc1ccccc1-2	3	-3	-6	-1	2	-4	-2	0.0	-1
CCCCCCCC1CC(CSc2ncn[nH]2)OC1=O (stereo not given)	7	5	10	-1	3	1	4	1.3	-2
CCC(C)(C)NC(=O)C(c1ccccc1F)N(C(=O)c1ccn[nH]1)c1ccccc1 (stereo not given)	11	7	2	2	1	14	-2	1.4	-1
COc1ccc2c(c1)cc1c(=O)n(CC(=O)NCCCOC(C)C)nc(C)n12	2	-4	1	0	1	4	3	-4.3	-2
COc1ccc(C(c2sc3nc(C)nn3c2O)N2CCC(C(N)=O)CC2)cc1OC (stereo not given)	3	0	-4	2	-3	-9	-2	-1.6	-3
CCCCn1c(=N)n(CC(=O)c2ccc(Br)s2)c2ccccc21	1	2	3	52*	8	1	0	-1.2	5
C(=N\N1CCN(c2ccccc2)CC1)/c1ccccc1	1	-3	-1	-5	11	-2	4	-0.1	5
CCCNS(=O)(=O)c1cc2c3c(c1)C(C)C(=O)N3CCC2 (stereo not given)	-1	-3	3	-2	2	4	2	1.1	8
O=C1c2ccc(Oc3ccc4c(c3)C(=O)N(CCCO)C4=O)cc2C(=O)N1CCCO	7	2	2	-2	1	-3	0	-1.1	4
CC(C)N(Cc1nccn1C)C(=O)c1ccc2oc(CCCc3ccccc3)nc2c1	6	5	9	6	1	-1	9	2.7	9
O=C(CNC(=O)c1cccs1)OCC(=O)c1ccccc1Cl	-1	6	1	1	1	2	-2	x	6
CCN(CC(=O)NC(C)C)Cc1nc2c(Br)cc(Br)cc2c(=O)[nH]1	1	-20	-17	3	-15	-13	6	6.2	-8
COc1ccc(C(=O)Nc2cccc(NC(=O)c3ccc(OC)cc3OC)n2)c(OC)c1	-5	-6	8	-1	8	0	-5	0.7	7
Cc1ccc(CC(NC(=O)c2ccccc2)C(=O)NC(C)C(=O)O)cc1 (stereo not given)	5	-2	2	-2	3	-8	6	-0.1	0
Cn1c(-c2cccs2)[n+](C)c2ccccc21	4	1	6	0	4	-5	-2	0.6	-5
Cc1cc(=O)oc2cc(OCCSCCN3CCCC3)ccc12	x	2	-3	1	2	2	2	2.1	-5
CCN(c1ccc(C)cc1C)S(=O)(=O)c1nnc(NC(=O)C(C)(C)C)s1	12	-1	5	0	1	-9	4	-2.6	5
CS(=O)(=O)c1ccc(-c2sc3ccccc3c2C(=O)N2CCN(c3ccc(F)cc3)CC2)cc1	1	x	x	-1	x	x	3	x	2
O=[N+]([O-])c1cc(Cl)c(Cl)c(Cl)c1Cl	3	x	9	-1	6	3	-1	x	5
N/C(=N\OC(=O)CCC1CCCC1)c1ccc(Cl)cc1	25*	3	7	0	5	1	-2	2.8	1
CCC(=O)N/N=C/c1ccc(-c2ccc(Cl)cc2)o1	2	4	-4	17	-1	-2	-1	-2.1	4
O=C(NCC1COc2ccccc2O1)c1ccc(NC(=O)c2ccco2)cc1 (stereo not given)	1	-6	3	6	3	-9	5	0.1	7
O=C(c1ccco1)N1CCN(Cc2cc(=O)c(OCc3cccc(Cl)c3)co2)CC1	2	1	-3	0	0	8	8	1.2	4
COc1ccc(Cl)cc1N1C(=O)C2CCCN2C1c1ccc(F)c(F)c1 (stereo not given)	5	1	-1	4	1	-2	4	0.9	4
Cn1nc(C(F)(F)F)c(C(=O)Nc2cccc(C(F)(F)F)c2)c1SCc1ccc(Cl)cc1	4	-31	-3	14	2	-28	-26	0.4	1
Cc1cccc(C(=O)OCC(=O)N2CCc3ccccc3C2)c1O	0	x	x	1	x	x	0	x	2
CCOC(=O)C1Cn2c(nc3c(c2=O)C(C)(CC)Cc2ccccc2-3)S1 (stereo not given)	-2	2	6	23	7	-2	-2	0.8	7
O=C(OCC(=O)c1cccs1)c1ccccc1	1	0	-5	-5	2	-5	6	-0.2	5
Cc1ccc(/C=C2/NC(=O)N(Cc3ccccc3F)C2=O)o1	9	2	27	2	18	2	7	-2.9	34*
COc1ccc(NC(=O)CCC(=O)OCc2ccc(C(=O)Oc3ccc(Cl)cc3)cc2)cc1	2	-1	-3	0	6	-4	9	0.6	3
Cc1nc(=O)c(-c2ccccc2)c(C)n1CCO	-4	2	6	0	-7	-5	-2	0.6	4
O=C(C1c2ccccc2C(=O)N2CCc3ccccc3C12)N1CCN(Cc2ccccc2)CC1 (stereo not given)	14	4	14	5	16	-2	2	-1.3	-1
CC(Sc1nc(N)cc(N)n1)C(=O)NCCC1=CCCCC1 (stereo not given)	1	x	6	0	6	2	0	x	6
CN(C)N1C(N)=C(C#N)C(c2ccsc2)C2=C1CCCC2=O (stereo not given)	-3	4	19	3	7	-2	11	-1.1	10
O=C(CSc1ncnc2ccccc12)Nc1cccc(S(=O)(=O)N2CCOCC2)c1	4	2	-1	18	2	5	-1	-6.6	-1
CN(CC(=O)Nc1ccc(Cl)c(C(F)(F)F)c1)C(=O)CCCNC(=O)c1ccc(Cl)cc1	53*	x	-3	4	3	0	31*	x	10
Cc1ccc2nc(-c3sc4nc(C)cc(C)c4c3N)[nH]c2c1	7	4	0	-10	2	30*	12	-0.2	1
COc1ccc(/C=C/c2nc(N)nc(-c3ccccc3O)n2)cc1OC	-13	-21	9	21	4	-38	-7	-1.7	5
Cc1cc(-c2ccc(C)c(S(=O)(=O)NCCc3ccc(S(N)(=O)=O)cc3)c2)on1	5	1	-1	2	3	5	2	-0.8	3
N=c1sccn1CC(=O)Nc1cccc(Oc2ccccc2)c1	5	3	-8	2	0	-14	5	-0.3	3
CCc1cc(C(=O)c2ccccc2OC)c(N)s1	-4	-1	4	5	2	-3	0	0.7	3
CC1(C)Oc2ccc(NC(=O)C3COc4ccccc4O3)cc2O1 (stereo not given)	-1	-2	-9	41	-6	0	-4	0.5	0
NC(=O)c1nnn(-c2ccccc2)c1N	0	2	1	0	5	-3	3	-3.0	7
Cc1ccccc1OCC(=O)Nc1ccccc1C(=O)NC1CC1	-1	5	8	22	8	-14	-1	-2.0	8
COc1ccc(CCNC(=O)CSc2nnc(CNc3ccc(Cl)cc3)o2)cc1OC	5	-1	-5	7	1	2	-5	4.2	2
Cc1cnc(C(=O)Nc2nnc(C3CC3)s2)cn1	1	3	3	10	1	-1	5	-4.7	-1
Cn1nc(-c2ccccc2)c(-c2nc(-c3cccc(C(F)(F)F)c3)no2)c1Cl	4	-5	-2	6	2	-3	6	-0.7	5
O=C(N/N=C/c1ccco1)c1ccncc1	4	0	7	6	3	7	4	-3.6	3
COc1ccc(OCC(O)CNC(=O)Nc2ccc(C(C)(C)C)cc2)cc1 (stereo not given)	21	3	-3	14	1	-9	2	0.3	-1
CCc1ccc(NC(=O)C(C)n2nc(C)c([N+](=O)[O-])c2C)cc1 (stereo not given)	1	1	-1	2	-2	2	-5	1.0	-8
COc1ccc(-c2nnc3c4ccccc4c(C)nn23)cc1	3	-1	-4	20	1	-4	-4	1.8	-3
Cc1ccc(-c2nnn(CC(=O)Nc3nnc(C(C)C)s3)n2)cc1	3	-1	5	3	-4	-7	-13	1.1	1
COc1cccc(NC(=S)NCc2ccccc2)c1	4	5	0	1	3	1	-2	0.6	-3
CCOC(=O)C1(CCOc2ccccc2)CCN(Cc2cccc(F)c2)CC1	6	3	9	-2	6	1	2	0.0	-1
